# High-throughput results (PubChem BioAssay)
# N370S GC = inhibits or activates N370S mutant glucocerebrosidase; P04062; N370S GC spleen homogenate, 4MU-glucoside fluorescence; Potency, µM (titrated, usually from 59.4 µM), inactives show top-dose activity change, negative = inhibition, actives largely listed as inhibitors; 330,000 tested, 0.092% active; AID 2101;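 also: 0% = full enzyme activity and -100% = no enzyme basal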
# GCN5L2 inh = inhibitors of human GCN5L2 histone acetyltransferase | Q92830 | GCN5L2 HAT assay, ThioGlo1 CoA-SH fluorescence | Potency, µM (top dose mostly 58.9 µM), for the others: top-dose activity change, negative = inhibition, usual class: inhibitors | 390,000 tested, 0.21% active | AID 504327
# Target sequence (Q92830 whole entry, looked up): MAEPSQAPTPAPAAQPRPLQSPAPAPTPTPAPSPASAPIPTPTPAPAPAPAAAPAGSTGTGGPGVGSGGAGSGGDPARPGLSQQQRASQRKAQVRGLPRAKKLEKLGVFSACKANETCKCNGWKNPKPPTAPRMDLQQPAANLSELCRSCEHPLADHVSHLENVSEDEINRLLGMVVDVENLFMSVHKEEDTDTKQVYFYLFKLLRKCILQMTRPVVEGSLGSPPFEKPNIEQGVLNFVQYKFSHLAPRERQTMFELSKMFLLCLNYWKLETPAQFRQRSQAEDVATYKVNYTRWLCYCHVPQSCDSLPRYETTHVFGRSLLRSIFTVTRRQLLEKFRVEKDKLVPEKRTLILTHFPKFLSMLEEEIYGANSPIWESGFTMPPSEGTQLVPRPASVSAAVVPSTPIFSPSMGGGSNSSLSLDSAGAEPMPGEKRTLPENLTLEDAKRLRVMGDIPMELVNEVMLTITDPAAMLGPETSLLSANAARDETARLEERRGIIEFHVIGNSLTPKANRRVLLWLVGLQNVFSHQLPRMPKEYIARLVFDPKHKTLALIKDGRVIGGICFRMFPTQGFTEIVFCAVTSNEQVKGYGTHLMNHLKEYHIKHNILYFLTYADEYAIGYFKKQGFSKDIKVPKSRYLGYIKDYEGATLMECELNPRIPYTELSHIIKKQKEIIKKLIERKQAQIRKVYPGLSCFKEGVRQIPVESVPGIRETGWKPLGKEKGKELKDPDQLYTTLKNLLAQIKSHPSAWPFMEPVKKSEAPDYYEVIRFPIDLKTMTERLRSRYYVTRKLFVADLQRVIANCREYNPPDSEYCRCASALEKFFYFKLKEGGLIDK
#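 GCN5L2 (20 nM) in 50mM HEPES pH 7.5, 0.1mM EDTA, 0.01% Tween-20 preincubated 15 min with compounds at room temperature. Reaction started with H3(1-25) 75uM, acetyl-CoA 70uM, ThioGlo1 50uM; CoA-thiol fluorescence (Ex340/Em540) read at 0 and 20 min.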
# FEN1 inhibitor = blocks human flap endonuclease 1 | Potency, µM (highest dose often 114 µM), without a hit: top-dose activity change, negative = inhibition, most hits filed as inhibitors | Recombinant FEN1 flap cleavage, fluorescence, 15 min | 390,000 tested, 0.35% active; also: nearly all actives have a fitted effect of over 65% in size
#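 In this screen, 50 nM flap DNA substrate was added to 10 nM FEN1 pretreated with compound for 15 min at room temperature; cleavage was followed with reads at 0 and 15 min, and Hill fitting gave concentration–response parameters.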
# Starred values were filed as active, the others as inactive; ? = inconclusive; nt = no result given; & = joins results of further samples; [ ] = remark or other dose. Calls follow the shape of the dose curve; as a rule, active = well fitted curve in the direction sought with a large enough effect; inconclusive = small, poorly fitted or top-dose-only effect, or another doubt; inactive = no such curve, though single readings can be large; an effect the other way counts as inactive or inconclusive. Unless noted, % is scaled to controls: 0 for no effect and ±100 for the full control effect; potency is read from the fitted curve at half-maximal effect.
N370S GC | GCN5L2 inh | FEN1 inhibitor | molecule
4% | -4%&1% | -16%&2% | CCOC(=O)c1ccc(NC(=O)C2CCCN(c3cnccn3)C2)cc1 (stereo not drawn)
nt | -1% | -2% | O=C(Nc1c(C(=O)Nc2cccc(C(F)(F)F)c2)oc2ccccc12)c1cc(=O)c2ccccc2o1
3% | -2% | -4% | CCNC(=O)COc1ccc(CC)cc1
17% | -2% | -5% | C=CCn1c(SCc2csc(C)n2)nc2sc3c(c2c1=O)CCC(C)C3 (stereo not drawn)
2% | -3%&-1% | 18%&33% | COc1cccc(N(Cc2nnc3n2CCCCC3)C(=O)Nc2ccccc2)c1
-4% | -12% | -2% | O=C(NCC1COCCO1)c1cc(COc2c(F)cccc2F)on1 (stereo not drawn)
23% | -12% | 2% | Cc1ccc2cc(CN(Cc3cccs3)Cc3nnnn3CC3CCCO3)c(=O)[nH]c2c1C (stereo not drawn)
-6% | -3% | -2% | S=C(Nc1ccc(Br)cc1Cl)N1CCCC1

# Complete entries, quoted from the list. Order of screens: N370S GC, GCN5L2 inh, FEN1 inhibitor
# Record of O=C(Nc1c(C(=O)Nc2cccc(C(F)(F)F)c2)oc2ccccc12)c1cc(=O)c2ccccc2o1 = nt, -1%, -2%
# Record of O=C(NCC1COCCO1)c1cc(COc2c(F)cccc2F)on1 (stereo not drawn) = -4%, -12%, -2%
# Record of S=C(Nc1ccc(Br)cc1Cl)N1CCCC1 = -6%, -3%, -2%
# Record of COc1cccc(N(Cc2nnc3n2CCCCC3)C(=O)Nc2ccccc2)c1 = 2%, -3%&-1%, 18%&33%
# Record of CCNC(=O)COc1ccc(CC)cc1 = 3%, -2%, -4%

# (continued)
N370S GC | GCN5L2 inh | FEN1 inhibitor | molecule
3% | -25% | -2% | O=C(COC(=O)c1cncc(Br)c1)NCc1ccc(Cl)cc1
-6% | -14% | -5% | O=C(O)c1ccc(/C=N/Nc2ccc(Cl)nn2)cc1
1% | -11% | -2% | CCOC(=O)C1CCCN(C(=O)CCc2ccccc2)C1 (stereo not drawn)
7% | 2% | 19% | NC(=O)c1ccc(NC(=O)COC(=O)c2cccc(Oc3ccccc3)c2)cc1
-1% | -8% | -2% | CN(C)c1nc(NC(C)(C)C)nc(NC(C)(C)C)n1
-6% | -9% | -4% | CCOC(=O)C1CCN(Cc2ccc(-c3ccccc3)cc2)CC1
13%[2.35 µM] | -4% | -3% | c1nnc2c3c4c(sc3ncn12)CCC4
nt | 0% | 9% | COc1ccc2sc(-c3ccccc3OC)c(-c3ccc(OC)c(F)c3)c2c1
19% | -4% | 4% | CC(=O)N/N=C/c1cc(C)n(-c2ccc(Br)cc2)c1C
20% | -15% | -24% | CCC(C)c1ccccc1NC(=O)c1cc2cccc([N+](=O)[O-])c2[nH]1 (stereo not drawn)
nt | -24% | -8% | COc1ccc(C2c3[nH]c4ccccc4c3CCN2C(=O)CCC2CCCC2)cc1 (stereo not drawn)
? | -28% | 10% | COc1ccccc1CCNC(=O)CCSc1nc(-c2ccco2)cc(C(F)(F)F)n1
4% | -3% | 4% | Cc1ccc(Cl)cc1NC(=O)COC(=O)C1CCCCC1
-1% | -7% | -18% | CCN1CCN(c2nc(-c3ccccc3)nc3ccccc23)CC1
2% | -4% | -3% | O=C1Oc2ccccc2C(=O)/C1=C/N1CCN(c2ccccc2F)CC1
18% | -5% | -1% | CC(=O)c1ccc2c(c1)OCCOCCOCCO2
nt | -2% | -10% | NC(=O)C1CCN(C(=O)C2CC(=O)N(Cc3ccccc3)C2)CC1 (stereo not drawn)
0% | -1% | -5% | CCCn1cc([C@@H]2C[C@H]3CN(Cc4cccc(Cl)c4)C(=O)[C@]34CCCN24)c(C)n1
0% | -1% | -25% | CC[C@H](C)[C@@H]1NC(=O)c2cc([N+](=O)[O-])cc(F)c2NCCCC[C@@H](C(N)=O)NC(=O)[C@H](CCCCN)NC1=O
4% | -1% | 3% | C#CCOCCOCCOCCNc1nc(N2CCN(C(=O)[C@H]([C@@H](C)O)n3cc(CCCCN)nn3)CC2)nc(N2CCN(C(=O)[C@H]([C@@H](C)CC)n3cc(CCCN=C(N)N)nn3)CC2)n1
-2% | -14% | nt | O=c1c(O)c(-c2ccccc2O)oc2cc(O)cc(O)c12
6% | -7% | -8% | O=C(c1cnn2ccccc12)N1CCCc2ccccc21
-18% | -3% | -15% | Cc1ccc(C(CNC(=O)Nc2ccc(Cl)cc2)N2CCN(C)CC2)cc1 (stereo not drawn)
-9% | 1% | 2% | Cn1c(CN2CCN(c3ccc(Cl)cc3)CC2)nc2ccccc21
-1% | -9% | -1% | COc1cc(/C=N\NC(=O)c2ccc(C)nc2)ccc1OC(=O)c1ccco1
? | 1% | 4% | Clc1ccc(Cn2ncc3c(N4CCCC4)ncnc32)cc1
9% | 0% | -4% | Cn1c2ccccc2c2c(C(=O)NCCCN3CCCC3=O)cn(C3CCCCC3)c(=O)c21
-8% | 0% | -5% | O=C(O)CC(CC(=O)N1CCN(C(=O)c2ccco2)CC1)c1ccccc1 (stereo not drawn)
4% | 2% | -14% | O=Cc1cn(CCOc2ccccc2)c2ccccc12
-6% | -8% | 10% | CC(C)C(=O)NC(=S)Nc1c(Cl)ccc2nsnc12
-6% | -5% | ? | O=C(Nc1ccc(Cl)cc1)C(Cl)C(=O)c1ccccc1 (stereo not drawn)
-1% | -7% | 6% | COc1ccc(N/C(=N/c2nc(C)cc(C)n2)NC(=O)c2ccccc2)cc1
2% | -7% | -6% | CCOc1ccc(CCNC(=O)COC(=O)c2nn(C)c(=O)c3ccccc23)cc1OCC
-1% | nt | -7% | CCOCC(=O)Nc1ccc(S(=O)(=O)NCCc2ccccc2)cc1
nt | 3% | -5% | CCOc1ccc(CNC(=O)Cn2nc(C)n3cccc3c2=O)cc1
-16% | 1% | 5% | O=C(COC(=O)c1ccc2c(=O)n3c(nc2c1)CCC3)Nc1ccc(OC(F)F)cc1
-2% | 4% | 31% | CCOc1cc(C)nc(N2CCN(C3CCCCC3)CC2)n1
-2% | 3% | 5% | Cc1ccc(/C(O)=C2\C(=O)C(=O)N(c3cc(C)on3)C2c2cccc(Cl)c2)cc1 (stereo not drawn)
? | 16% | 3% | COCCCNC(=O)c1ccc(CS(=O)(=O)c2cccc(C(F)(F)F)c2)o1
0% | -17% | -12% | O=C(CSc1ncn(-c2ccccc2)n1)Nc1nncs1
-5% | -1% | 2% | O=C(COC(=O)c1ccccc1Cl)NC(=O)NCc1ccccc1
nt | -8% | -6% | Cc1ccc(N2CCN(C(=O)c3cn(C)c4ccc(S(=O)(=O)N5CCCC5)cc4c3=O)CC2C)cc1 (stereo not drawn)
-19% | ? | -12% | Cc1cccc(NC(=S)N(CCCN(C)C)Cc2cc3cc4c(cc3[nH]c2=O)OCO4)c1
6% | 0% | 6% | Cc1ccc(NC(=O)C2CCN(S(C)(=O)=O)CC2)cc1C
-4% | -4% | -7% | Cc1nc2c3cnn(-c4ccccc4)c3ncn2n1
nt | -11% | 0% | CCOC(=O)c1ccc(NC(=O)CCCn2nc(C)c3sc4ccccc4c3c2=O)cc1
nt | 1% | -16% | COCCNC(=O)c1cc(-c2ccccc2C)n(CC2CC(c3cccc([N+](=O)[O-])c3)=NO2)n1 (stereo not drawn)
nt | -1% | 8% | O=C(c1cccc(S(=O)(=O)N2CCOCC2)c1)N1CCC(Cc2ccccc2)CC1
nt | -9% | 3% | O=C(Nc1ccccc1N1CCOCC1)C1CCCO1 (stereo not drawn)
-11% | -3% | 13% | COc1cc2c(cc1OC)CN(C(=O)C1CCN(S(=O)(=O)c3ccccc3F)CC1)CC2
10% | -6% | 4% | O=c1c2ccccc2n2c(-c3ccc(F)cc3)nnc2n1Cc1ccccc1
-12% | -20% | 4% | O=C(O)Cc1sc(-c2ccccc2)nc1-c1ccccc1
-4% | -14% | -17% | O=c1c(C=NCCCn2ccnc2)c(-c2ccccc2)[nH]n1-c1nc2ccccc2s1
-8% | 1% | -10% | CC(C)c1ccc(/C=c2\sc3nc(-c4ccncc4)nn3c2=O)cc1
7% | -12% | -21% | CC(C)C[C@H](NC(=O)c1[nH]cnc1C(=O)Nc1ccc(CNC(=O)OC(C)(C)C)cc1)C(=O)OC(C)(C)C
? | -15% | -4% | CCN1CCN(Cc2ccc(OCc3ccccc3)cc2)CC1

# Further entries.
N370S GC | GCN5L2 inh | FEN1 inhibitor | molecule
11% | -14% | nt | O=C(OCc1nc2ccccc2s1)c1cc2ccccc2oc1=O
? | -11% | nt | O=C(O)c1cc2c(ccc3ccccc32)oc1=O
-18% | -7% | 2% | CCOC(=O)C1=C(c2ccccc2)NC(=O)NC1c1cc(OCC)c(O)c([N+](=O)[O-])c1 (stereo not drawn)
-28% | -21% | nt | FC(F)(F)c1ccccc1-c1nc(NCc2cccs2)c2ccccc2n1
-3% | 0% | -3% | CCN(CC)S(=O)(=O)N1CCC(C(=O)NC(C)CCc2ccccc2)CC1 (stereo not drawn)
nt | 4% | 0% | Cc1ccc(Cn2c(=O)c3cccnc3n(CC(=O)Nc3cc(Cl)ccc3C)c2=O)cc1
3% | 1% | -6% | COc1nc(C)nc2c1ccc1ccccc12
nt | -7% | -5% | CCOCCCn1c(SCC(=O)NCc2ccccc2)nc2c(sc3ccccc32)c1=O
nt | -7% | 6% | Cc1c(C)n(Cc2ccc(F)cc2)c2ccc(C(=O)N3CCN(c4ccc(F)cc4)CC3)cc12
-16% | -5% | 21% | Cc1ccc(S(=O)(=O)N2CC(C(=O)O)=CC[C@H]2c2ccc3c(c2)OCO3)cc1
5% | 0% | -5% | CN(CC/C=C1/c2ccccc2CSc2ccccc21)CCCO
-10% | 1% | -2% | CN1CCN(C(=O)c2cnn(-c3ccccc3)c2NC(=O)c2ccccc2Cl)CC1
-5% | -1% | -6% | C#CCOCCOCCOCCNc1nc(N2CCOCC2)nc(N2CCN(C(=O)[C@H]([C@@H](C)CC)n3cc(CCCCN)nn3)CC2)n1
-1% | -7% | -1% | O=C(NS(=O)(=O)Nc1ccc(Br)cn1)c1c[nH]c2ccccc12
nt | -11% | -21% | Cc1c(C(=O)NC2CCCC2)oc2ccccc12
7% | 22% | 12% | CC1Sc2n(c3ccccc3[n+]2C)N=C1c1ccccc1 (stereo not drawn)

# Next section; it opens with the three that closed the last part.
N370S GC | GCN5L2 inh | FEN1 inhibitor | molecule
-1% | -7% | -1% | O=C(NS(=O)(=O)Nc1ccc(Br)cn1)c1c[nH]c2ccccc12
nt | -11% | -21% | Cc1c(C(=O)NC2CCCC2)oc2ccccc12
7% | 22% | 12% | CC1Sc2n(c3ccccc3[n+]2C)N=C1c1ccccc1 (stereo not drawn)
7%[89.1 µM] | 3%[88.6 µM] | nt | O=C1CC(c2ccc3c(c2)OCO3)c2ccc(O)cc2O1 (stereo not drawn)
-1% | -14% | ? | COc1ccc(NC(=S)Nc2ccc3nsnc3c2)cc1
2% | -1% | 14% | COc1cccc(-n2nc(C#N)c(Cl)cc2=O)c1
-9% | -4% | 2% | C/C(=N\NC(=O)c1cccc(S(=O)(=O)N2CCCCC2)c1)c1ccc(C)o1
-4% | -8% | 1% | Cc1ncc([N+](=O)[O-])n1CC(=O)Nc1cccc(C(F)(F)F)c1
-13% | -6% | 4% | O=C(COC(=O)CCC(=O)c1ccc(F)cc1)Nc1ccc(F)cc1F
-1% | 0% | -4% | Cc1ccc(-n2c(SCC(=O)NCC3CCCO3)nnc2-c2ccoc2C)cc1 (stereo not drawn)
0% | 1% | 0% | CN(C)CCCn1c2c(c(SCC(=O)Nc3cccc4ccccc34)nc1=O)CCC2
nt | -15% | -17% | Cc1nc2ccn(Cc3cccs3)c(=O)c2cc1C(=O)NCc1ccc(Br)cc1
-10% | 1% | -1% | O=C(c1ccc2c(c1)OCO2)C1CCCN(Cc2cccn2-c2cccnc2)C1 (stereo not drawn)
8% | -3% | nt | CCOC(=O)CCCCC(=O)c1[nH]c(=O)[nH]c1C[n+]1ccccc1
nt | -1% | 9% | CNC(=O)C(C)Sc1ccc(S(=O)(=O)N2CCOCC2)cn1 (stereo not drawn)
-5% | -2% | -6% | NC(=O)c1ccc(NC(=O)c2cncn2-c2ccccc2)cc1
-8% | 0% | 2% | C=CCOc1ccc(CNc2nccs2)cc1OC
1% | -1% | -7% | CCCCc1cc(=O)oc2cc(OCC(=O)NCc3ccccn3)ccc12
2% | -3% | 4% | CN(C)S(=O)(=O)c1ccc(NC(=O)N2CCN(c3ccccc3)CC2)cc1
3% | -4% | 3% | CC(C)(C)C(=O)C[n+]1ccc(C(N)=O)cc1
nt | -11% | 4% | COc1ccc([N+](=O)[O-])cc1NC(=O)COC(=O)Cn1cnc2ccccc2c1=O
2% | -5% | -5% | Cc1[nH]c2c(Br)cccc2c1[C@H]1[C@@H](CC#N)C1(C)C
-4% | -3% | 4% | CCOc1ccc(/C=C(/NC(=O)c2ccc(Cl)cc2)C(=O)O)cc1OCC
5% | -2% | -12% | c1ccc(-c2csc3ncnc(-n4cnc5ccccc54)c23)cc1
0% | -1% | 7% | COc1ccccc1C(=O)C(O)c1ccccc1OC (stereo not drawn)
